Screening results (PubChem BioAssay)
IL-1B inflam inh = blocks inflammasome-driven IL-1 beta release | THP-1 LPS/ATP IL-1B secretion, AlphaLISA, 16 h; active compounds read low | activity change, % at 57.5 µM | actives 4.7% (n = 360,000) | AID 743279; in the data active = activity change below about -50%; inconclusive = mostly about -30% to -49%; also: % is scaled to controls: 0 for no effect and ±100 for the full control effect
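THP-1 cells pretreated 1 hr with compounds (up to 57.5 uM final), then stimulated with LPS (250 ng/mL final) plus ATP (1.25 mM final); secreted IL-1B measured by AlphaLISA after 16 hr, decreased signal indicating inhibition.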
HT1080 IDH1KD tx = kills HT-1080 cells with IDH1 knockdown; HT-1080 IDH1 knockdown viability, ATP luminescence, 48 h; Potency, µM (top dose mostly 46.1 µM), for the others: at the top dose activity, negative = toxicity, usual class: cytotoxic; actives 2% (n = 360,000);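 also: potency is read from the fitted curve at half-maximal effect; 0% = DMSO wells and -100% = cell-free medium wells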
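HT-1080-IDH1KD cells (IDH1 knocked down), 750/well in RPMI with 5% FBS, treated with compound 48 h at 37 degrees C. Viability by CellTiter-Glo luminescence, normalised to DMSO and no-cell wells; concentration-response curves classed.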
MCF10A rereplic = DNA re-replication induction in MCF 10a cells. MCF 10A DNA re-replication, Hoechst nuclear intensity, 48 h. Potency, µM (doses to about 46.1 µM), for the others: at the highest dose activity, positive = re-replication, actives largely listed as activators. actives 2.9% (n = 350,000). AID 624296; also: potency is read from the fitted curve at half-maximal effect; % of control where 0% means no effect; nearly all actives have a fitted effect of over 50% in size
ATXN2 expr inh = ATXN2 expression inhibition; HEK-293 ATXN2-luciferase reporter, luminescence, 24 h; Potency, µM (highest dose often 57 µM), for the others: at the top dose activity change, negative = inhibition, actives largely listed as inhibitors; actives 0.72% (n = 360,000); AID 1745845; also: potency is read from the fitted curve at half-maximal effect; % is scaled to controls: 0 for no effect and ±100 for the full control effect; nearly all actives have a fitted effect of over 55% in size
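qHTS (up to 57 uM final) was run with 24 h compound exposure of reporter cells at 37 °C. Each well was multiplexed: SteadyGlo luminescence measured ATXN2-luciferase expression after a fluorogenic Gly-Phe-AFC viability readout (25 uM final).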
HT1080NT lethal = kills 2HG-producing HT-1080-NT fibrosarcoma cells | HT-1080-NT fibrosarcoma viability, CellTiter-Glo ATP luminescence, 48 h | Potency, µM (series often up to 46.1 µM), for the others: at the highest dose activity, negative = less viability, most hits filed as cytotoxic | actives 1.6% (n = 360,000) | AID 686970;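 also: NT is the 2HG producing partner of a matched IDH1 knockdown line; potency is read from the fitted curve at half-maximal effect; 0% = DMSO-treated cells and -100% = media-only wells without cells; nearly all actives have a fitted effect of over 55% in size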
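Toxicity toward the 2HG-producing NT line was scored as %Activity, normalised to DMSO and no-cell wells, from CellTiter-Glo luminescence after 48 hours' treatment.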
KB-3-1 tox = kills parental KB-3-1 adenocarcinoma cells | KB-3-1 viability, CellTiter-Glo ATP luminescence, 72 h | Potency, µM (titrated, usually from 46.1 µM), for the others: top-dose activity change, negative = cytotoxic, hits mostly cytotoxic | actives 1.4% (n = 400,000); also: potency is read from the fitted curve at half-maximal effect; % is scaled to controls: 0 for no effect and ±100 for the full control effect; nearly all actives have a fitted effect of over 60% in size
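KB-3-1 parental drug-naive adenocarcinoma cells in DMEM/10% FBS, incubated 72 h at 37 C with pin-transferred compounds across a concentration series. Viability by CellTiter-Glo luminescence; concentration-response curves fitted after normalization.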
WRN inhibitor = blocks human WRN helicase; Q14191; actives 0.46% (n = 360,000); Potency, µM (highest dose often 114 µM), for the others: at the top dose activity change, negative = inhibition, most hits filed as inhibitors; WRN helicase unwinding, fluorescent forked duplex, kinetic; AID 651768; also: potency is read from the fitted curve at half-maximal effect; % is scaled to controls: 0 for no effect and ±100 for the full control effect; nearly all actives have a fitted effect of over 55% in size
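WRN at 20 nM final was preincubated with compound for 15 min at room temperature; reaction started with 100 nM forked duplex oligonucleotide carrying fluorophore and quencher plus 2 mM ATP (final). Unwinding followed kinetically by red fluorescence (ex 525/em 598 nm).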
KB-V1 MDR tox = KB-V1 MDR subline cytotoxicity | Potency, µM (top dose mostly 46.1 µM), without a hit: at the highest dose activity change, negative = cytotoxicity, actives largely listed as cytotoxic | actives 3.4% (n = 400,000) | AID 1347076 | KB-V1 MDR cells viability, CellTiter-Glo, 72 h; also: potency is read from the fitted curve at half-maximal effect; % is scaled to controls: 0 for no effect and ±100 for the full control effect; nearly all actives have a fitted effect of over 60% in size
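Following 72 h at 37 degrees C with compound, KB-V1 cell viability was read by CellTiter-Glo luminescence, medium being phenol-red-free DMEM plus 10% FBS; concentration-response parameters came from normalized, curve-fitted qHTS data.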
SW480 rerep = inducers of DNA re-replication in SW480 colon cancer cells; SW480 DNA re-replication, Hoechst DNA content imaging, 48 h; Potency, µM (top dose mostly 46.1 µM), without a hit: top-dose re-replication activation, usual class: activators; actives 1.8% (n = 340,000); also: potency is read from the fitted curve at half-maximal effect; % of control where 0% means no effect; nearly all actives have a fitted effect of over 55% in size
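First, 250 cells per well were seeded. Next, compound or vehicle (23 nL) was pinned in, plates sat 48 hr at 37 C. Finally Hoechst was added for 40 min before fluorescence scanning.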
The depositor's hits bear a star; ? = inconclusive; · = no result given; [ ] = another dose, or the depositor's remark. Unless noted, calls follow the shape of the dose curve; as a rule, active = well fitted curve in the direction sought with a large enough effect; inconclusive = small, poorly fitted or top-dose-only effect, or another doubt; inactive = no such curve, though single readings can be large; an effect the other way counts as inactive or inconclusive.

SMILES	IL-1B inflam inh	HT1080 IDH1KD tx	MCF10A rereplic	ATXN2 expr inh	HT1080NT lethal	KB-3-1 tox	WRN inhibitor	KB-V1 MDR tox	SW480 rerep
COc1ccc2oc(C(=O)Nc3ccc(C)cn3)c(C)c2c1	-1	1%	9%	-9%	1%	-2%	-1%	-3%	-262%[inhibitor]
O=C(NC1CC1)c1cccc(NC(=O)c2cc(S(=O)(=O)N3CCOCC3)ccc2Cl)c1	0	8%	-4%	21%	-3%	-4%	-11%	0%	-58%[inhibitor]
O=c1[nH]cnc2scc(-c3ccsc3)c12	8	18%	0%	6%	22%	7%	-4%	25%	-6%
CCNC(=O)CC1C(=O)N(c2ccc(F)cc2)C(=O)N1Cc1cccs1 (stereo not drawn)	12	-2%	-3%	7%	4%	14%	-2%	0%	4%
O=C(Nc1ccc2c(c1)OCO2)C(c1ccc(Cl)cc1)N1CCN(C(=O)c2ccco2)CC1 (stereo not drawn)	3	7%	?	-8%	-11%	?	-2%[57.1 µM]	-31%	-5%
COc1ccc2c(c1)C(C)CC(C)(C)N2C(=O)CSc1nc2ccccc2s1 (stereo not drawn)	28	?	?	-13%	?	?	-7%	?	?
CNC(=O)C(=O)NCCCN1CCOCC1	15	-1%	1%	-1%	-1%	-16%	13%	-28%	-10%
NC(=S)N/N=C/c1ccc(OC(=O)c2cccnc2)cc1	27	5%	2%	7%	9%	-1%	-7%[57.1 µM]	28%	?
CCN(CC)CCCN=Cc1c(O)n(-c2c(C)cccc2C)c(=O)c2ccccc12	0	-6%	-1%	·	-16%	1%	-3%	-11%	?
Cc1cc(C)cc(-n2nnnc2SCC(=O)Nc2cccc(NC(=O)c3ccco3)c2)c1	-52*	-25%	?	-6%	-4%	-7%	-2%	-4%	2%
CC1CCCN(C(=O)c2ccc(NS(=O)(=O)c3ccc4[nH]c(=O)[nH]c4c3)cc2)C1 (stereo not drawn)	0	7%	2%	2%	4%	15%	-4%	1%	-3%
CCn1c(=O)c(=O)n(CC)c2cc(S(=O)(=O)Nc3cccc(OC)c3)ccc21	-9	?	-2%	0%	-5%	5%	0%	5%	-10%
O=C(Nc1cccc(F)c1)NC1(C(=O)N2CCN3CCCC3C2)CCCCC1 (stereo not drawn)	33	0%	7%	4%	13%	12%	-11%	26%	-1%
Cc1c(Cl)cccc1NC(=O)CCCn1cnc([N+](=O)[O-])n1	17	10%	-7%	3%	-19%	-3%	2%	24%	?
CCOc1ccc(C2N(c3cc(Cl)ccc3OC)C(=O)C3CCCN32)cc1OC (stereo not drawn)	-6	1%	0%	-5%	-1%	8%	-3%	-15%	-1%
O=S(=O)(/N=C(\Sc1ccccc1)c1ccccc1)c1ccc(Cl)cc1	-53*	-24%	-5%	-5%	1%	0%	-2%	-1%	9%
COc1ccccc1C(=O)NCC(=O)Nc1ccc2c(c1)CCC2	3	4%	-4%	·	1%	7%	12%	?	0%
CCOC(=O)/C=C/C(=O)Nc1cccc([N+](=O)[O-])c1	-65*	-26%	3.7µM*	?	?	?	35µM*	-2%	·
C/C(=N/NC(=O)CCc1ccccc1)c1ccc2c(c1)OCO2	-14	-2%	7%	-2%	2%	-4%	-5%	-2%	-4%
CCN1CCN(c2nc(-c3ccccc3)c3ccccc3n2)CC1	?	?	15µM*	-18%	13µM*	0%	-12%	-25%	21µM*
COc1ccc(CCn2nnnc2C(CC(C)C)N2CCC(C(N)=O)CC2)cc1OC (stereo not drawn)	15	10%	-8%	1%	6%	7%	-6%	10%	-4%
Cc1ccc(S(=O)(=O)n2c(=O)oc3ccccc32)cc1	-1	1%	2%	6%	-16%	-19%	4%	-4%	-7%
CCOCCNC(=O)c1ccccc1C(=O)NCCOCC	-7	6%	6%	1%	18%	16%	-4%	-5%	-3%
Cc1cccc(C(=O)N[C@H](C(=O)Nc2nnc(C3CC3)s2)C(C)C)c1	-5	-1%	3%	4%	-3%	1%	-2%	?	7%
CCNC(=O)CC1C(=O)N(c2ccc(F)cc2)C(=O)N1Cc1ccc(OC)cc1 (stereo not drawn)	-5	0%	1%	4%	8%	-4%	-9%	10%	-5%
COc1cccc(/C(O)=C/C(=O)C(=O)Nc2ccc(S(=O)(=O)NC(C)=O)cc2)c1	9	-1%	1%	-3%	2%	3%	?	0%	-8%
CCCNC(=O)N1CCC(C(=O)c2ccc(F)cc2)CC1	-3	4%	2%	0%	6%	13%	6%	7%	-4%
Cc1ccccc1S(=O)(=O)Cc1ccc(C(=O)N2CCN(c3ncccn3)CC2)o1	-14	3%	16%	-3%	10%	0%	1%	?	-8%
Cc1cc(C)c2nc(N3CCC(C(=O)NCCCN4CCCC4=O)CC3)sc2c1	5	2%	-2%	·	-1%	-8%	0%	12%	1%
Cc1ccc(C)c(S(=O)(=O)NCCCN2CCOCC2)c1	4	20%	0%	1%	8%	18%	1%	8%	2%
CC(C)NC(=O)N(C)C[C@H]1Oc2c(NS(=O)(=O)c3cccs3)cccc2C(=O)N([C@H](C)CO)C[C@@H]1C	13	1%	-8%	-4%	-1%	-19%	-7%	-10%	-1%
COc1cccc(C2CC(C(F)(F)F)n3nc(C(=O)NCc4cccnc4)cc3N2)c1 (stereo not drawn)	-12	-15%	122%	-1%	0%	-16%	-18%	?	-14%
CN(c1ccc(C(=O)NCc2ccco2)cc1)S(C)(=O)=O	27	-1%	0%	5%	10%	0%	2%	-1%	3%
COc1ccc(CNC(=O)c2cccnc2Sc2ccc(C)c(C)c2)cc1	44	1%	22%	1%	-5%	13%	-7%	-19%	4%
CC(=O)N1CCC(=NNC(=O)c2cc3ccccc3cc2O)CC1	2	2%	?	·	-2%	4%	-11%	?	-18%
CC(C)(C)SCCNC(=O)CN(c1ccc(F)cc1)S(=O)(=O)c1ccccc1	-14	-1%	-13%	-25%	-1%	-20%	-4%	-17%	-16%
O=C(CN1CCc2ccccc21)Nc1ccc2c(c1)OCCCO2	-11	7%	2%	26%	-18%	2%	-4%	-23%	1%
Cc1ccc2ccc(C3C(=O)c4ccccc4C3=O)nc2c1	23	6%	2%	29%	8%	1%	-10%	-5%	-3%
Cc1cc(C(=O)CSc2nc3ccccc3n2CCC#N)c(C)n1Cc1cccs1	-7	0%	6%	51%[activator]	4%	-4%	0%	?	3%
Cc1sc2nc(SCC(=O)NCc3ccco3)[nH]c(=O)c2c1C	-5	-2%	2%	0%	-4%	-10%	-2%	-6%	-3%
Cc1cccc(OCC(O)Cn2c(NCc3cccnc3)nc3c2c(=O)[nH]c(=O)n3C)c1 (stereo not drawn)	-22	0%	3%	-27%	-1%	0%	-15%	?	-1%
OC1CCCC1	16	-1%	2%	1%	17%	0%	7%	0%	-4%
Cc1ccc(N(CC(=O)NCc2ccccc2Cl)S(=O)(=O)c2cccs2)cc1	-14	-7%	-1%	3%	-3%	-8%	-9%	-17%	-6%
N#CC1=C2SCC(O)(c3ccccc3)N2C(=O)CC1c1ccccc1 (stereo not drawn)	-11	?	5.8µM*	-4%	1.3µM*	1.3µM*	-24%	1.8µM*	12µM*
COc1cc(C2CC(=O)c3cnc(N4CCN(Cc5ccccc5)CC4)nc3C2)cc(OC)c1OC (stereo not drawn)	12	-3%	13µM*	-21%	-11%	5.8µM*	-6%	?	2.9µM*

Exported as a markdown table: four of the compounds above.
| compound | IL-1B inflam inh | HT1080 IDH1KD tx | MCF10A rereplic | ATXN2 expr inh | HT1080NT lethal | KB-3-1 tox | WRN inhibitor | KB-V1 MDR tox | SW480 rerep |
| --- | --- | --- | --- | --- | --- | --- | --- | --- | --- |
| Cc1sc2nc(SCC(=O)NCc3ccco3)[nH]c(=O)c2c1C | -5 | -2% | 2% | 0% | -4% | -10% | -2% | -6% | -3% |
| Cc1cccc(OCC(O)Cn2c(NCc3cccnc3)nc3c2c(=O)[nH]c(=O)n3C)c1 (stereo not drawn) | -22 | 0% | 3% | -27% | -1% | 0% | -15% | ? | -1% |
| OC1CCCC1 | 16 | -1% | 2% | 1% | 17% | 0% | 7% | 0% | -4% |
| Cc1ccc(N(CC(=O)NCc2ccccc2Cl)S(=O)(=O)c2cccs2)cc1 | -14 | -7% | -1% | 3% | -3% | -8% | -9% | -17% | -6% |

Next section.
SMILES	IL-1B inflam inh	HT1080 IDH1KD tx	MCF10A rereplic	ATXN2 expr inh	HT1080NT lethal	KB-3-1 tox	WRN inhibitor	KB-V1 MDR tox	SW480 rerep
Oc1ccc[n+](CC(O)c2ccccc2)c1 (stereo not drawn)	12	-1%	14%	5%	0%	3%	2%	18%	1%
Cn1c(=O)c2c(nc(SCC(=O)N3CCc4ccccc4C3)n2C)n(C)c1=O	-1	24%	-7%	-4%	2%	3%	-7%	2%	-3%
COCC(=O)Nc1nc2n(n1)C(c1ccc(Cl)cc1)CC(c1ccc(OC)cc1)N2 (stereo not drawn)	-26	-5%	-5%	-7%	-8%	10%	5%	-7%	-2%
CCOc1ccccc1Oc1cn[nH]c1-c1ccc(OCC(=O)NN)cc1O	-9	-26%	7%	0%	-21%	-6%	2%	3%	0%
CCNC(=S)N/N=C/c1c(C)nn(-c2cccc(Cl)c2)c1Cl	-10	-11%	10%	-24%	-10%	6%	2%	6%	-1%
CC1CC(C)CN(c2ccc(C(=O)OCC(=O)NC3CCCc4ccccc43)cc2[N+](=O)[O-])C1 (stereo not drawn)	10	10%	3%	-9%	14%	12%	-5%	-4%	-4%
O=c1[nH]c(-c2ccccc2)c(-c2ccccc2)nc1[N+](=O)[O-]	7	-7%	8%	-13%	0%	1%	-6%	-9%	-15%
COc1ccc(C2C3=C(Nc4ncnn42)c2ccccc2CCC3)cc1 (stereo not drawn)	-1	-2%	?	-1%	-5%	0%	-8%	1%	1%
O=c1nc(SCc2ccc(Cl)cc2)nc(-c2ccccc2)[nH]1	16	-17%	?	-19%	-22%	3%	?	9%	-11%
